# SMN2 splice up – qHTS Assay for Enhancers of SMN2 Splice Variant Expression. HEK293 SMN2-luciferase splicing reporter, luminescence, 30-36 h. 2.8% of 210,000 active. AID 1458, 2008. Potency, µM (series often up to 46.1 µM), for inactives: at the top dose activity change, positive = activation, hits mostly activators; further: % of control where 0% means no effect; nearly all actives have a fitted effect of over 55% in size
#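 qHTS luciferase splicing reporter: luminescence rises when SMN2 exon 7 is included in transfected HEK293 cells. Compound exposure lasted 30-36 h at 37C, with 4.5 mM final sodium butyrate as control, followed by a ONE-Glo read.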
# RECQ1 helicase – qHTS Assay for Inhibitors of RecQ-Like Dna Helicase 1 (RECQ1); ATP-dependent DNA helicase Q1 (Homo sapiens), P46063; RECQ1 DNA unwinding, red fluorescence kinetic read; Potency, µM (series often up to 57.3 µM), for the others: at the top dose activity, negative = inhibition, usual class: inhibitors; 0.54% of 240,000 active; AID 2549, 2010;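 further: plate controls were vehicle for no effect and no enzyme for full effect; nearly all actives have a fitted effect of over 30% in size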
#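 50 nM RECQ1T1 preincubated 15 min with compound in Tris pH 8.0 buffer with MgCl2, DTT, Tween-20 and 2.5 ug/ml poly(dI-dC); started with 200 nM TAMRA/BHQ-2 forked duplex and 2 mM ATP. Unwinding read as fluorescence (525/598 nm), two reads 2 h apart.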
# RGS12 GoLoco inh – qHTS Assay for Inhibitors of RGS12 GoLoco Motif Activity (Red Fluorophore) | Guanine nucleotide-binding protein G(i) subunit alpha-1 (Homo sapiens), P63096 | Gai1:RGS12 GoLoco peptide FP, rhodamine, 10 min | Potency, µM (series often up to 61.6 µM), for inactives: at the highest dose activity, negative = inhibition, hits mostly inhibitors | 0.44% of 230,000 active | AID 880, 2007; active means well fitted inhibition curve with a large enough effect, not every such curve was filed as active; inactive means no such curve, though single readings can be large or run the other way; further: on the % scale 0 is the no-effect control and ±100 the full control effect; nearly all actives have a fitted effect of over 30% in size; many of its hits are not listed in these tables
# Target sequence (P63096 whole entry, looked up): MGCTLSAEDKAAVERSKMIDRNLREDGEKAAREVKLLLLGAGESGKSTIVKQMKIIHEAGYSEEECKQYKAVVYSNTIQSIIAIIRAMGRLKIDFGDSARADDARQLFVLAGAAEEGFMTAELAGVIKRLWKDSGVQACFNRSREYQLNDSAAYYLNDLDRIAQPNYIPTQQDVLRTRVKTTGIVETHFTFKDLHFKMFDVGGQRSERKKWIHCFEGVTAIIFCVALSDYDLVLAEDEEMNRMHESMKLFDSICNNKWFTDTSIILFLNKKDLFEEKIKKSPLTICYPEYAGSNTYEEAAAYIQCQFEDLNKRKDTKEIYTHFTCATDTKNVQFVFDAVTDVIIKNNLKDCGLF
# IMPase Li cell – qHTS Assay for Identifying the Cell-Membrane Permeable IMPase Inhibitors: Potentiation with Lithium; CHO-M1 cells, IP1 TR-FRET (IP-One), carbachol + lithium; Potency, µM (highest dose often 59.4 µM), inactives show top-dose activity, negative = IMPase inhibition, most hits filed as inhibitors; 0.35% of 210,000 active; AID 1457, 2008;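 further: IP1 builds up when IMPase is blocked and the TR-FRET signal falls; plate controls were basal vehicle for no effect and high inhibitor control for full effect; nearly all actives have a fitted effect of over 50% in size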
#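 Concentration–response in CHO-M1 cells, lithium-potentiated; 30 min at 37C. IP1 detected by competitive TR-FRET after 10 min lysis at RT. Hill-fitted AC50.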
# NPSR antagonist – qHTS Assay for Antagonists of the Neuropeptide S Receptor: cAMP Signal Transduction. Potency, µM (doses to about 38.3 µM), for inactives: at the highest dose activity change, negative = inhibition, actives largely listed as inhibitors. 1% of 220,000 active. CHO-NPSR cells, cAMP TR-FRET, antagonist mode. AID 1461, 2008; further: on the % scale 0 is the no-effect control and ±100 the full control effect; nearly all actives have a fitted effect of over 50% in size; many of its hits are not listed in these tables
# Target sequence (Q6W5P4 whole entry, looked up): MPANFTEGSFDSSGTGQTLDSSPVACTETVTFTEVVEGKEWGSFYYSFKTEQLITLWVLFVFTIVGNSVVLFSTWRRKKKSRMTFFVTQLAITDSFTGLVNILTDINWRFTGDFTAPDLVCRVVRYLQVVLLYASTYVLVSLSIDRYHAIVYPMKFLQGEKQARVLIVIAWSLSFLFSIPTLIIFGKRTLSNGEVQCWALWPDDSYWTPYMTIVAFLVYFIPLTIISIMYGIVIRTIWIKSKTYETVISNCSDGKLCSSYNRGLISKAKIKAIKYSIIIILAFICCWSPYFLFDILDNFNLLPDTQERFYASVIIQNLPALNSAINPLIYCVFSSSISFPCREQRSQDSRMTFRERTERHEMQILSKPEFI
# Epigenetic derep – Quantitative High-Throughput Screen for Regulators of Epigenetic Control | 0.2% of 280,000 active | murine LDR cells, GFP reporter derepression, 30 h | Potency, µM (titrated, usually from 53.9 µM), for inactives: at the top dose GFP activation, actives largely listed as activators | AID 1865, 2009; further: % of control where 0% means no effect; nearly all actives have a fitted effect of over 60% in size
#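 Derepression of a silenced CMV-GFP reporter in murine LDR cells is scored by enumerating GFP-positive cells with a laser-scanning microplate cytometer after 30 hours of treatment at 37 C.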
# Luc counter – Counterscreen for Luciferase (Kinase-Glo TM) Inhibition. Kinase-Glo luciferase, ATP luminescence, 8 min. Potency, µM (series often up to 38.3 µM), without a hit: top-dose activity change, negative = inhibition, actives largely listed as inhibitors. 0.28% of 200,000 active. AID 1379, 2008; further: on the % scale 0 is the no-effect control and ±100 the full control effect; nearly all actives have a fitted effect of over 60% in size
#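 Luminescence was the read-out, taken after 8-minute incubation at ambient temperature. Luciferase turned over luciferin with 10 uM ATP in imidazole pH 7.2 buffer containing KCl, MgCl2, Tween 20 and BSA.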
# JMJD2E inh – qHTS Assay for Inhibitors of Human Jumonji Domain Containing 2E (JMJD2E); Lysine-specific demethylase 4E (Homo sapiens), B2RXH2; JMJD2E catalytic domain, FDH-coupled NADH fluorescence (FDH is formaldehyde dehydrogenase); Potency, µM (titrated, usually from 57.1 µM), for the others: at the highest dose activity change, negative = inhibition, actives largely listed as inhibitors; 1.6% of 230,000 active; AID 2147, 2009; active means well fitted inhibition curve with a large enough effect, not every such curve was filed as active; inconclusive means small, poorly fitted or top-dose-only effect, or another doubt; inactive means no such curve, though single readings can be large or run the other way;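 further: 0% = wells with enzyme and -100% = buffer wells without enzyme; nearly all actives have a fitted effect of over 50% in size; many of its hits are not listed in these tables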
# * hit, by the source's call; i = inactive; u = inconclusive; x = not tested or not shown; & = joins results of further samples; [ ] = remark or other dose. Unless noted, the call rests on the fitted dose curve; in most records, active means well fitted curve in the direction sought with a large enough effect; inconclusive means small, poorly fitted or top-dose-only effect, or another doubt; inactive means no such curve, though single readings can be large; an effect the other way counts as inactive or inconclusive. Potency means the concentration at half of the fitted maximal effect.
# Order of values – Luc counter	JMJD2E inh	RGS12 GoLoco inh	NPSR antagonist	RECQ1 helicase	IMPase Li cell	Epigenetic derep	SMN2 splice up
O=c1c2cc(Cl)ccc2nc(-c2ccc(Cl)c(Cl)c2)n1O
→ x	-8%	-1%	-4%	-5%	x	2.2%	x
CCCNC(=O)OCc1cccnc1Sc1ccc(C)cc1
→ -6%	-3%	3%	-26%	-3%	4%	-0.1%	23%
COc1ccc(C(=O)CN(C(=O)c2ccc(Cl)cc2)N2C(=O)c3ccccc3C2=O)cc1
→ 1%	6%	-11%	u	i	7%[38.3 µM]	0.0%	-9%
CCOC(=O)Nc1ccc2c(c1)N(C(=O)N(C)C)c1ccccc1CC2
→ -1%	15%	-5%	-15%[46.1 µM]	-10%	21%[38.3 µM]	-1.0%	26%
CSc1nsc(SC)c1NC(=O)OCC1CCCO1 (stereo unspecified)
→ -7%	-6%	-6%	-4%[46.1 µM]	-4%	4%[38.3 µM]	1.4%	8%
CC1CCCO1 (stereo unspecified)
→ x	x	-14%	x	-5%	17%	x	2%
COCCCNC(=O)c1cccc(NC(=O)c2ccccc2)c1
→ 1%	-1%	4%	12%	-6%	6%	-1.1%	4%
Cc1cc(Cl)ccc1OCC(=O)NNC(=O)C1CCCO1 (stereo unspecified)
→ 1%	2%	2%	28%	0%	-2%	-1.5%	-13%
COc1cccc(-c2nc3ccccc3c(=O)o2)c1
→ -21%	1%	6%	-12%[46.1 µM]	2%	30%[38.3 µM]	-0.3%	-13%
O=C(COc1ccc(Cl)cc1)N/N=C/CCc1ccccc1
→ -2%	6%	3%	-11%[46.1 µM]	-5%	4%[38.3 µM]	2.9%	0%
COc1ccc(C2(C(=O)Nc3ccccc3)CCOCC2)cc1
→ -5%	1%	5%	-2%	-6%	-5%	-0.9%	-11%
CCOc1ccc(NC(=O)CCC(=O)NNC(=O)COc2ccc(C)cc2)cc1
→ -6%	3%	13%	7%	i	6%	2.1%	-13%
O=C(/C=C/c1ccco1)Nc1cccc(S(=O)(=O)N2CCOCC2)c1
→ 0%	-5%	-21%	-6%	-2%	13%	0.0%	16%
O=C1C(c2c(O)[nH]c3ccccc23)=Nc2ccccc21
→ x	-1%	15%&11%&4%&16%	-15%	-1%&-2%&-2%	-5%&-5%&-18%	0.8%&2.1%&0.0%&0.0%	-16%&10%
CC1C2C(C)N(C)C(=O)N(C)C2N(C)C(=O)N1C (stereo unspecified)
→ 1%	5%	-1%	8%[46.1 µM]	-7%	8%[38.3 µM]	0.9%	1%
COc1ccc(C(=O)N2CCN=C2SC)cc1OC
→ x	3%	x	-8%[46.1 µM]	-2%	x	-1.1%	x
COc1ccc(C2CC(c3ccccc3)=NN2C(=O)CN2N=NC3C(=O)N(c4cccc(F)c4)C(=O)C32)cc1 (stereo unspecified)
→ 0%	u	10%	-2%	-2%	5%	-1.1%	-23%
CC(C)N(C)C(=O)CCc1nnc(CCc2c[nH]c3ccccc23)o1
→ 3%	1%	5%	-2%	-11%	13%	0.5%	x
CC(C)(C)c1ccc(C(=S)N2CCN(c3ccccc3)CC2)cc1
→ x	-11%	-1%	-4%[7.67 µM]	-12%	x	1.1%	x
NC(=O)C1CCN(CCS(=O)(=O)c2ccc(Cl)cc2)CC1
→ x	11%	4%	-16%	i	x	1.1%	x
Cc1cc(NC(=O)COC(=O)COc2ccc3c4c(c(=O)oc3c2)CCC4)no1
→ -2%	u	1%	3%	i	-3%	-4.4%	26%
CCN1CC=C2C(C1)C(c1ccc(Cl)s1)C(C#N)=C(N)C2(C#N)C#N (stereo unspecified)
→ -5%	u	-11%	-15%[46.1 µM]	-5%	-1%[38.3 µM]	-3.8%	-7%
Cc1ccc(CN2CCN(Cc3nc(C(C)C)cs3)CC2CCO)cc1 (stereo unspecified)
→ x	4%	1%	11%	-4%	x	-10.0%	x
O=[N+]([O-])c1ccc(NC2CCCC2)cc1
→ 2%	9%	8%	-9%	0%	21%	0.0%	7%
CC12CCC(C(=O)Nc3ccccc3)(C/C1=N\O)C2(C)C (stereo unspecified)
→ 4%	8%	-3%	-3%[46.1 µM]	-4%	-4%	-0.9%	-10%
Oc1ccccc1N1CCN(c2ncnc3sc(-c4ccccc4)cc23)CC1
→ x	u	25%	u	0%	x	4.5%	x
CCN(CC)C(=O)COc1ccc(/C(C)=N/Nc2ncc(Cl)cc2Cl)cc1
→ x	-4%	8%	-5%	11%	x	-0.3%	x
COc1cccc2c(=O)c3ccccc3oc12
→ -3%	u	6%&-8%	3%&13%	1%&-1%	-5%	2.4%&-1.5%	-12%
O=c1[nH]c(CN(CCO)CCO)nc2c1C1(CCCCC1)Cc1ccccc1-2
→ 1%	2%	0%	-8%[46.1 µM]	0%	6%[38.3 µM]	-0.4%	-14%
CCC(=O)N1CCc2cc(Br)cc(S(=O)(=O)N(C)c3ccc(OC)cc3OC)c21
→ 2%	2%	1%	-23%	-5%	8%	-5.5%	-10%

# Some of these compounds in order of SMILES length, rising.
# Order of values – Luc counter	JMJD2E inh	RGS12 GoLoco inh	NPSR antagonist	RECQ1 helicase	IMPase Li cell	Epigenetic derep	SMN2 splice up
COc1ccc(C(=O)N2CCN=C2SC)cc1OC
→ x	3%	x	-8%[46.1 µM]	-2%	x	-1.1%	x
O=[N+]([O-])c1ccc(NC2CCCC2)cc1
→ 2%	9%	8%	-9%	0%	21%	0.0%	7%
O=C(COc1ccc(Cl)cc1)N/N=C/CCc1ccccc1
→ -2%	6%	3%	-11%[46.1 µM]	-5%	4%[38.3 µM]	2.9%	0%
CCN(CC)C(=O)COc1ccc(/C(C)=N/Nc2ncc(Cl)cc2Cl)cc1
→ x	-4%	8%	-5%	11%	x	-0.3%	x
COc1ccc(C(=O)CN(C(=O)c2ccc(Cl)cc2)N2C(=O)c3ccccc3C2=O)cc1
→ 1%	6%	-11%	u	i	7%[38.3 µM]	0.0%	-9%
COc1ccc(C2CC(c3ccccc3)=NN2C(=O)CN2N=NC3C(=O)N(c4cccc(F)c4)C(=O)C32)cc1 (stereo unspecified)
→ 0%	u	10%	-2%	-2%	5%	-1.1%	-23%

# (cont.)
# Order of values – Luc counter	JMJD2E inh	RGS12 GoLoco inh	NPSR antagonist	RECQ1 helicase	IMPase Li cell	Epigenetic derep	SMN2 splice up
CC1=NN(C(=O)Cn2nc([N+](=O)[O-])c(Br)c2C)C(O)(C(F)(F)F)C1 (stereo unspecified)
→ 0%	4%	-5%	15%	-4%	6%	2.1%	8%
CCc1ccc(C(C(=O)NC(C)(C)CC)N(Cc2ccco2)C(=O)Cn2nnc3ccccc32)cc1 (stereo unspecified)
→ -3%	-8%	6%	-27%[46.1 µM]	-1%	26%	-1.2%	2%
Cc1sc2nc(CC(=O)N3CCCC3)[nH]c(=O)c2c1C
→ 0%	-6%	16%	3%	-14%	2%	1.1%	11%
CCc1cccc2c(C(=O)CCl)c[nH]c12
→ x	0%	x	-5%[46.1 µM]	-12%	x	3.4%	x
CC(N)(Cc1ccc(O)c(O)c1)C(=O)O (stereo unspecified)
→ -20%	3.5µM*	5%	-14%[46.1 µM]	3.2µM*	-2%	-0.1%	-26%
CCC(=O)Nc1ccc(NC(=O)CN2CCCC(C)C2)c(Cl)c1 (stereo unspecified)
→ 0%	1%	14%	-3%[46.1 µM]	-2%	8%[38.3 µM]	1.0%	-6%
C=C(C)Cn1c(Sc2nc3ccccc3[nH]2)nc2c1c(=O)[nH]c(=O)n2C
→ -2%	-4%	-7%	-4%[46.1 µM]	-2%	-14%[38.3 µM]	-1.3%	4%
Cc1ccc(SCCOCCN2CCc3ccccc3C2)cc1
→ 13%	u	3%	-4%	0%	12%	-0.9%	-6%
O=C(c1ccncc1)N1CCN(C(=O)c2cccc3ccccc23)CC1
→ 0%	14%	0%	-1%[46.1 µM]	-10%	-16%[38.3 µM]	2.0%	3%
C=CCn1c(SCC(=O)Nc2ncc(Cc3cc(Cl)ccc3Cl)s2)nnc1-c1ccncc1
→ x	2%	x	-18%[46.1 µM]	0%	x	-1.0%	x
CN(C)C=NC(=O)c1cn(-c2ccc(F)cc2)c(=O)c2ccccc12
→ -1%	1%	3%	-18%	u	1%	3.4%	-4%
CC1CCN(C(=O)CSc2nnc(-c3cc4ccccc4cc3O)n2Cc2ccco2)CC1
→ x	2%	x	21%[46.1 µM]	-9%	x	-9.9%	x
COc1nc(OC)nc(N2CCC(C(=O)NCC3CCCCC3)CC2)n1
→ 6%	1%	4%	3%[46.1 µM]	-6%	-5%[38.3 µM]	0.0%	16%
CN(C)S(=O)(=O)c1cccc(C(=O)OCC(=O)NCc2ccc3c(c2)OCO3)c1
→ 5%	1%	0%	-5%	i	0%	-0.4%	13%

# The list is partial (hit frequency here may not be typical).
